TSHR antagonist = blocks TSH signaling through the human TSH receptor; TSHR-expressing cells, TSH-stimulated cAMP HTRF, 2 h; hits give low values; activity change, negative = inhibition, % at 11.5 µM; AID 504810; 330,000 compounds, 0.2% hits;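 active means activity change below a set negative limit, meaning inhibition stronger than a set level, cut at about -70% in these data; inconclusive means activity change between two set negative limits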; further: on the % scale 0 is the no-effect control and ±100 the full control effect
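Freshly harvested TSHR cells receive pin-tooled compound, then EC80 TSH at 4nM final. After 2 hours at 37 deg C, antibody in lysis buffer and cAMP-d2 are added; 30 minutes at ambient temperature precede the HTRF read.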
uPA generation = cell surface uPA generation inhibition; 330,000 compounds, 0.31% hits; Potency, µM (titrated, usually from 38.3 µM), for the others: top-dose activity change, negative = inhibition, usual class: inhibitors; cell surface uPA generation assay, qHTS; AID 540303; active means well fitted inhibition curve with a large enough effect; inconclusive means small, poorly fitted or top-dose-only effect; inactive means no such curve, though single readings can be large or run the other way; tested in mouse RAW 264.7 cells; further: potency means the concentration at half of the fitted maximal effect; on the % scale 0 is the no-effect control and ±100 the full control effect; nearly all actives have a fitted effect of over 55% in size
TCR activator = T cell receptor activation | primary human leukocytes, anti-CD3, IL-2 HTRF, 48 h | Potency, µM (doses to about 9.22 µM), for inactives: at the highest dose activation of IL-2 secretion, actives largely listed as activators | 330,000 tested, under 10 active | AID 504894; further: % of control where 0% means no effect
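Primary human leukocytes receive a-CD3 beads and test compound and are incubated 48 hr. Secreted IL-2 is then assayed by HTRF, measuring 665nm acceptor emission after 320nm excitation of the europium donor.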
USP2a inh = blocks human ubiquitin-specific protease USP2a; O75604; AID 463254; Potency, µM (top dose mostly 38.3 µM), inactives show at the highest dose activity change, negative = inhibition, hits mostly inhibitors; USP2 core, Ub-CHOP2 coupled fluorogenic reporter, 485/531; 330,000 compounds, 0.01% hits;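 further: potency means the concentration at half of the fitted maximal effect; plate controls were DMSO wells for no effect and full inhibition by NEM control for full effect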
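Deubiquitinase activity read as fluorescence (485/531 nm) after Ub-CHOP2 cleavage activates the enterokinase reporter on its substrate; USP2 core 10nM, Ub-CHOP2 and substrate 25nM each, 30min compound preincubation then 60min RT; data normalized to NEM, curves fitted.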
Eya2 phos inh = inhibitors of human Eya2 phosphatase activity; recombinant Eya2, OMFP fluorescence dephosphorylation (OMFP is methylfluorescein phosphate); Potency, µM (top dose mostly 76.9 µM), for the others: at the highest dose activity, negative = inhibition, actives largely listed as inhibitors; O00167; 330,000 compounds, 0.006% hits; further: potency means the concentration at half of the fitted maximal effect; on the % scale 0 is the no-effect control and ±100 the full control effect
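Eya2 protein (added as 0.2 uM solution) was preincubated with compound for 10 min at ambient temperature in 50 mM HEPES pH 7.5, 50 mM NaCl, 5 uM MgCl2, 0.05% BSA, 1 mM DTT. OMFP (added at 50 uM) then reacted 10 min; fluorescence read at 485/525 nm.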
Mito fusion yeast = mitochondrial division inhibition or fusion activation | S. cerevisiae fusion-defective mutant growth rescue, CellTiterGlo 48 h | Potency, µM (titrated, usually from 46.1 µM), for inactives: top-dose growth rescue (activation), actives largely listed as activators | 320,000 compounds, 0.23% hits;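 further: potency means the concentration at half of the fitted maximal effect; % of control where 0% means no effect; nearly all actives have a fitted effect of over 45% in size; temperature-sensitive fusion mutants such as fzo1-1 at 37 °C on non-fermentable ethanol glycerol medium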
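Read-out: ATP-based luminescence (CellTiterGlo, 10 min ambient) reporting growth of fusion-defective ts yeast after 48 hours at 37C on glycerol/ethanol YPEG medium in the presence of compound.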
Chronic BCR inh = blocks chronic active B-cell receptor signaling; ABC-DLBCL IkBa-CBG/CBR reporter, luminescence ratio, 4 h; Potency, µM (highest dose often 46.1 µM), without a hit: top-dose ratio change, negative = lower green/red ratio, hits mostly inhibitors; 340,000 compounds, 0.05% hits; active means well fitted inhibition curve with a large enough effect in the signal ratio, with a control signal flat, not every such curve was filed as active; inconclusive means small, poorly fitted or top-dose-only effect, or effect the other way, or a change in a side signal; the % refers to the signal ratio;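 further: potency means the concentration at half of the fitted maximal effect; plate controls were basal doxycycline-induced cells for no effect and cells given 10 µM MG132 for full effect; MG132 reads +100%, hits lower the ratio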
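Compounds up to 46 uM were incubated four hours with TMD8 cells whose green CBG68 luciferase is fused to IkappaBalpha; red CBR luminescence normalised the signal, and concentration-effect curves were fitted to fusion, red and ratio data.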
PTAP TSG101 blk = blocks PTAP/TSG101 interaction to inhibit HIV-1 budding. AID 493005. Potency, µM (titrated, usually from 115 µM), inactives show at the top dose activity change, negative = inhibition, actives largely listed as inhibitors. 340,000 tested, under 10 active. Fluorescence polarization, FITC-PTAP peptide / Tsg101 binding. Q99816; active means well fitted inhibition curve with a large enough effect in the main read-out, with a control signal flat, not every such curve was filed as active; inconclusive means small, poorly fitted or top-dose-only effect, or effect the other way, or a change in a side signal; inactive means no such curve, though single readings can be large or run the other way; further: potency means the concentration at half of the fitted maximal effect; % of control where 0% means no effect
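Fluorescence anisotropy tracks displacement of a FITC-tagged PTAP peptide (50 nM) from the Tsg101 binding domain (10 uM), following a 20 min room-temperature incubation at pH 7.5.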
B2AR arrestin = beta2AR (human) beta-arrestin recruitment activity; beta-arrestin recruitment to beta2AR, cell-based reporter; Potency, µM (doses to about 46.1 µM), without a hit: at the highest dose activation, usual class: activators; 330,000 compounds, 0.02% hits;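 further: potency means the concentration at half of the fitted maximal effect; 0% = DMSO controls and full agonism = EC100 isoproterenol or metaproterenol; nearly all actives have a fitted effect of over 65% in size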
Target sequence (P07550 whole entry, looked up): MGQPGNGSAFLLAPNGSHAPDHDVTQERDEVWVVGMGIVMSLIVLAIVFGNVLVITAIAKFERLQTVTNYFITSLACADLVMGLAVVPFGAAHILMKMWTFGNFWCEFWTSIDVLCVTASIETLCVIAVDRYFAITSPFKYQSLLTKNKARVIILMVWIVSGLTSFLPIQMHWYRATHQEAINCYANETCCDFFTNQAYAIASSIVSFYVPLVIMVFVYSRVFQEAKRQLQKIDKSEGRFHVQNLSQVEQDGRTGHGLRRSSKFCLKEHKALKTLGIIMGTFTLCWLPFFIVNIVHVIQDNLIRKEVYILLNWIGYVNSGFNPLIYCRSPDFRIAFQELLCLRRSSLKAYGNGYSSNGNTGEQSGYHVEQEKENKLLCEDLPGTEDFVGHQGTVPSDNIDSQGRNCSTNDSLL
ELG1 DNA repair = inhibitors of ELG1-dependent DNA repair in HEK293T cells | HEK293T ELG1-luciferase reporter, luminescence, 16 h; DNA damage induced by 5-fluorouridine | Potency, µM (titrated, usually from 46.1 µM), without a hit: top-dose activity change, negative = inhibition, hits mostly inhibitors | 330,000 compounds, 2.3% hits | AID 504467; further: potency means the concentration at half of the fitted maximal effect; on the % scale 0 is the no-effect control and ±100 the full control effect; nearly all actives have a fitted effect of over 55% in size
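Reporter activity after DNA damage by 5-fluorouridine is monitored. Compound-treated cells incubate 16 hr at 37 °C, then ONE-Glo is added for 30 min before luminescence reading.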
Tb PFK block = blocks T. brucei phosphofructokinase; Potency, µM (series often up to 57.5 µM), without a hit: at the highest dose activity, negative = inhibition, actives largely listed as inhibitors; T. brucei PFK, ADP-Glo luminescence; O15648; 330,000 compounds, 0.17% hits;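 further: potency means the concentration at half of the fitted maximal effect; 0% = uninhibited 1x PFK enzyme wells and -100% = no-enzyme wells; nearly all actives have a fitted effect of over 60% in size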
Target sequence (O15648 whole entry, looked up): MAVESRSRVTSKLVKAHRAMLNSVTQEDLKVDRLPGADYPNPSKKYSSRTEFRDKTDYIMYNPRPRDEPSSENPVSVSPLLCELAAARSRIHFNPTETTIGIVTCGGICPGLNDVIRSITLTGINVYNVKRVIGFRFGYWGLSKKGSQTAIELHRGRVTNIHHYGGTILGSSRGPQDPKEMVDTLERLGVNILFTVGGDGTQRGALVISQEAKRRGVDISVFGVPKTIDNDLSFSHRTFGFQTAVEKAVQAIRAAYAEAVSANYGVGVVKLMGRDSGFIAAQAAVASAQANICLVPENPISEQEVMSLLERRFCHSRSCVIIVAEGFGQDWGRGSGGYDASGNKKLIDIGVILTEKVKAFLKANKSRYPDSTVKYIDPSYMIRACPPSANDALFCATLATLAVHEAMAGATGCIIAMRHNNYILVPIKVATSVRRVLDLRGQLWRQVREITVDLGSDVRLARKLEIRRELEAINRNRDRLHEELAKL
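PFK 1.25 nM, F6P 0.5 mM, ATP 0.1 mM, 0.1 M TEA pH 8.0, 5 mM MgCl2, 0.01% Tween20, 0.1% BSA; 45 min RT. ADP-Glo readout. qHTS titration up to 57 uM; curves fitted, compounds curve-classed.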
Active calls of the source: *; ? = inconclusive; nt = not tested or not shown; [ ] = dose if it differs, or a comment. Unless noted, the call rests on the fitted dose curve; in most records, active means well fitted curve in the direction sought with a large enough effect; inconclusive means small, poorly fitted or top-dose-only effect, or another doubt; inactive means no such curve, though single readings can be large; an effect the other way counts as inactive or inconclusive.

Molecule,TSHR antagonist,uPA generation,TCR activator,USP2a inh,Eya2 phos inh,Mito fusion yeast,Chronic BCR inh,PTAP TSG101 blk,B2AR arrestin,ELG1 DNA repair,Tb PFK block
Cc1nc(NC(=O)c2ccc(Br)s2)sc1C(=O)N(C)C,0,-25%,nt,0%,-22%,1%,?,nt,-0.1%,?,1%
CC(NC(=O)Nc1ccccc1)C(c1cccs1)N1CCOCC1 (configuration not stated),25,9%,-48%[inhibitor][46.1 µM],0%,-6%,-2%,2%,-4%,-1.1%,-2%,-1%
CN(C)/C=C(/C(=O)c1ccc(Cl)cc1Cl)S(=O)(=O)c1ccc(Cl)cc1,2,-6%,1%,0%,8%,0%,-4%,-5%,-0.2%,22%,1%
Fc1ccccc1Cn1cc(C(=S)N2CCOCC2)c2ccccc21,-6,9%,-2%,-6%,-13%,-1%,?,-1%,-0.7%,-18%,1%
Cc1cc(N2CCC(C)CC2)n2ncc(-c3ccccc3)c2n1,-28,4%,2%,2%,-12%,17%,?,-9%,-0.9%,?,2%
O=C(/C=C/c1cccs1)N1CCN(c2ccc(O)cc2)CC1,-3,-8%,-20%,-5%,-3%,-22%,?,-3%,-0.6%,?,-14%
CC[C@@]12C(=O)N(c3ccc(C)cc3)C(=O)N1[C@H](c1ccc(OC)cc1)[C@@H]1C(=O)N(C(C)(C)C)C(=O)[C@@H]12,2,19%,4%,2%,-3%,1%,12%,-2%,-1.1%,15%,-1%
COc1ccc(CCNC(=O)COC(=O)c2cc(=O)[nH]c3ccccc23)cc1,5,1%,-1%[46.1 µM],1%,1%,nt,5%,-3%,-1.0%,2%,-4%
N#Cc1c(Nc2ccccc2)sc(C(=O)C2CC2)c1N,32,6%,-1%[46.1 µM],1%,-3%,3%,?,0%,-0.8%,?,4%
COCCCN(C(=O)CCOc1ccccc1C)c1c(N)n(Cc2ccccc2)c(=O)[nH]c1=O,18,2%,-1%,1%,-13%,-4%,3%,-7%,-3.6%,-6%,6%
Cc1ccc(S(=O)(=O)N2CCN(C(=O)C(C)Cn3nc(C)c(C)c3C)CC2)cc1C (configuration not stated),-5,-2%,0%,-2%,-4%,2%,?,1%,-0.7%,0%,-3%
CCN(CC)CCNC(=S)NC(=O)c1cn(-c2ccccc2)nc1-c1ccc(OC)cc1,-7,?,-22%,3%,6%,-2%,-18%,-6%,-0.4%,4%,1%
CC1(C)CC(=O)C=C(NC2CCCCC2)C1,-8,-10%,4%,0%,15%,0%,-1%,-13%,0.5%,28%,0%
Cc1cc(Br)ccc1NC(=O)CN1C(=S)NC(C)(C)CC1C (configuration not stated),18,2%,nt,3%,15%,-1%,-3%,-4%,8.5%,-12%,-11%
CC(C)Oc1cccc(-c2nnc(SCC(=O)Nc3ccc4c(c3)OCCO4)n2N)c1,26,nt,4%,-1%,-12%,0%,-3%,-2%,0.3%,11%,4%
CC(C)C1(CCNC(=O)c2cccs2)CCOC(C)(C)C1 (configuration not stated),-8,-2%,4%,0%,-4%,0%,1%,-7%,-0.7%,0%,-4%
COc1ccccc1C1NC(=O)NC(C)=C1C(=O)OCc1ccccc1 (configuration not stated),-13,2%,nt,-1%,3%,1%,-1%,-5%,-0.5%,-2%,2%
CC(OC(=O)c1cc2sccc2n1C)C(=O)NCc1ccc(F)cc1 (configuration not stated),-6,2%,5%,1%,1%,5%,?,-8%,0.0%,-29%,-10%
CCOCCn1c(=O)c2c(nc3n2CCN3c2ccc(C)c(C)c2)n(C)c1=O,-2,nt,nt,0%,9%,-7%,0%,nt,-0.1%,nt,0%
O=C(Cc1cccc2ccccc12)NN1C(=O)CSC1=S,-2,1%,-2%,0%,22%,-2%,0%,0%,0.2%,-22%,2%
O=C(O)CCC(=O)N1CCN(c2ccc(C(=O)c3ccc(F)cc3)cc2)CC1,18,1%,-4%,0%,15%,-9%,-6%,-6%,0.0%,-1%,20%
CN1C(C(=O)NCc2ccc(OC(F)(F)F)cc2)CC2Cn3c(nc4cc5ccccc5cc43)C21 (configuration not stated),-2,-5%,0%,-2%,-5%,-22%,3%,0%,-0.2%,-22%,-10%
Cn1c(=O)cc(SCC(=O)N2CCCC2)c2ccccc21,14,-2%,6%,2%,7%,2%,-1%,-4%,0.1%,?,0%
Cc1c(C)c2ccc(OS(C)(=O)=O)c(C)c2oc1=O,-1,1%,7%[46.1 µM],-1%,1%,-2%,0%,-3%,-0.3%,28%,-2%
CN(C)CCN(Cc1ccco1)S(=O)(=O)c1ccc(-c2ccc(=O)[nH]n2)s1,4,-2%,1%,1%,-2%,-8%,0%,-4%,3.1%,22%,-10%
Cc1ccc(S(=O)(=O)/N=C2/NC(=O)/C(=C/c3cccnc3)S2)cc1,-22,2%,-23%,6%,17%,0%,-7%,-2%,0.0%,?,22%
Cc1ccc(S(=O)(=O)N2CCN(C(=O)c3ccccc3)CC2)c(C)c1NS(C)(=O)=O,2,-18%,3%,2%,8%,3%,2%,1%,-0.3%,-5%,-3%
O=C(COC(=O)c1cc(=O)c2ccccc2o1)NC1CCCC1,8,3%,9%,0%,-27%,3%,2%,0%,-0.5%,-24%,-1%
O=C1COc2ccc(C(=O)COC(=O)CNC(=O)c3ccccc3)cc2N1,3,8%,-3%,1%,15%,-2%,-3%,0%,-0.3%,-7%,2%
CCOC(=O)C1CCCN(C(=O)CCC(=O)Nc2ccc3nc(N4CCOCC4)cc(C)c3c2)C1 (configuration not stated),-4,5%,-6%,0%,1%,-1%,9%,1%,0.5%,?,-5%
CCOC(=O)c1[nH]c(C)c(/C(O)=C2\C(=O)C(=O)N(CCCN(C)C)C2c2cccnc2)c1C (configuration not stated),3,1%,-5%,1%,-3%,-6%,-2%,-6%,-0.2%,4%,2%
Cc1ccc(N2C(=O)N(CC(=O)Nc3cc(F)ccc3C)C(=O)C2C)cc1 (configuration not stated),17,1%,-2%,0%,0%,9%,-23%,-1%,0.4%,?,-15%
CCCCCCNC(=O)CNC(=S)N(Cc1cccs1)C1CCCCC1,-35,11%,1%,-10%,-15%,-15%,-11%,-2%,-0.3%,?,5%
CC1=C(c2ccccc2)[N+](=O)C2(CCCCC2)N1[O-],-1,2%,-5%,-1%,11%,-1%,?,0%,0.3%,-8%,-1%
CCOc1c2ccc(C(=O)NCc3cc(C(F)(F)F)cc(C(F)(F)F)c3)cc2nn1CCOC,-4,5%,-2%,1%,-18%,-5%,14%,-4%,0.0%,4%,-1%
COc1ccc(NS(=O)(=O)c2ccc3nc(COc4ccc(C#N)cc4)[nH]c3c2)cc1,14,2%,-3%[46.1 µM],-2%,-8%,-6%,-1%,-1%,-1.3%,?,?
Cc1c(NS(=O)(=O)c2cccc(C(=O)NCc3ccc(Cl)cc3)c2)c(=O)n(-c2ccccc2)n1C,-5,1%,-52%,0%,15%,-8%,-4%,-4%,0.2%,-28%,-16%
COc1ccc(S(=O)(=O)N(C)C)cc1NC(=O)CN1CCN(C(=O)C2CC2)CC1,11,?,-6%,3%,25%,-3%,-4%,0%,0.1%,-8%,-6%
COc1cccc(NC(=O)CSc2nnc(NC(=O)C3CCC3)s2)c1,18,-16%,0%,1%,-11%,3%,4%,0%,-0.3%,8%,-1%
CCOC(=O)c1ccc(COC(=O)CNC(=O)CNC(=O)Cc2ccccc2)cc1,-13,-19%,1%,1%,1%,1%,?,-2%,-0.4%,9%,5%
COc1ccccc1Oc1c(C)oc2c(CN3CCN(CCO)CC3)c(O)ccc2c1=O,-2,2%,-5%,0%,4%,1%,-2%,2%,-0.1%,-16%,1%
